DNMT1 inh = blocks human DNA methyltransferase DNMT1. P26358. DNMT1 molecular beacon, Hinp1I cleavage, fluorescence. inhibition (reported as % activation of signal), % at 10 µM. actives 0.83% (n = 360,000); in the data active = inhibition above about 50%
SKN-1 block = blocks SKN-1 activity in C. elegans. C. elegans VP596 Pgst-4::GFP/RFP ratio, acrylamide-induced, 24 h. actives 0.49% (n = 360,000). inhibition, % at 21.8 µM. AID 624304;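 active = interference check ratio from 0.5 to 1.5 plus GFP to RFP signal ratio inhibition reaching or exceeding a fixed threshold, cut at about 30% in these data, passing the limit was not always enough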; note: some compounds called inactive have numbers as strong as hits
Scp-1 inhibitor = Scp-1 (human) phosphatase inhibition; Q9GZU7; Recombinant Scp1, phosphopeptide, malachite green phosphate absorbance; inhibition, % at 20 µM; actives 0.88% (n = 340,000); AID 493091;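 active = inhibition above about 50% at 20 µM, limit read from the data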;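 note: plate controls were DMSO wells with enzyme for no effect and wells lacking enzyme for full effect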
Target sequence (Q9GZU7 76-261 limits assumed): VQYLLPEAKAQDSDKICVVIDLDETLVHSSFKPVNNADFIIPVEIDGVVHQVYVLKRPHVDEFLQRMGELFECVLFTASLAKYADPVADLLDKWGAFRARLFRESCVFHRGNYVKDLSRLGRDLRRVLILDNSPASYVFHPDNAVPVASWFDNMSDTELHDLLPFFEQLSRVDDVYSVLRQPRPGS
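System: SCP-1 catalytic domain; Reagent: Phospho 17-mer peptide substrate; Doses: one concentration, 20 µM, with 1.0% DMSO; Incubation: 45 min room-temperature reaction, 5 min colour, 30 min stabiliser; Signal: Phosphate-binding colour reagent, absorbance read at 630 nm.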
NadD inh = inhibitors of Staphylococcus aureus NadD; purified NadD enzyme, colorimetric absorbance read-out; inhibition, % at 20 µM; actives 0.78% (n = 360,000); AID 602399; in the data active = inhibition above about 26%; note: some compounds past the cut are filed as inactive
SUMO1 PPI mod = SUMO1-SIM interaction modulation. AID 602429. actives 0.33% (n = 360,000). inhibition, % at 20 µM. P63165. SUMO1 binding to a labelled peptide, TR-FRET, 1 h; in the data active = inhibition above about 37%
Target sequence (P63165 whole entry, looked up): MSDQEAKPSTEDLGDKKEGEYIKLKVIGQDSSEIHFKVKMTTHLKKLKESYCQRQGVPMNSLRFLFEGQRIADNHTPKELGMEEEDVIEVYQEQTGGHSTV
CendR NRP1 mod = NRP-1/CendR interaction modulation | O14786 | FAM-RPARPAR peptide binding to NRP-1, fluorescence polarization | inhibition, % at 25 µM | actives 0.85% (n = 360,000) | AID 602438;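 active = inhibition or corrected inhibition above about 18%, plus a signal ratio from 0.5 to 1.5, limit read from the data, passing the limit was not always enough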; note: strong numbers were not always called active
TbMetRS inhib = blocks T. brucei methionyl-tRNA synthetase activity | inhibition, % at 11.9 µM | actives 0.4% (n = 360,000) | purified T. brucei MetRS, ATP depletion, Kinase-Glo luminescence;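 active = inhibition above a per-plate cutoff of the control wells' mean inhibition plus 3 SD, cut at about 5.5% in these data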;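 note: 0% = DMSO wells median and 100% = median of wells with control inhibitor compound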
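Measured by: Kinase-Glo luciferase luminescence reporting remaining unconsumed ATP. Material: purified T. brucei MetRS enzyme. Doses: 11.9 µM compound single dose, 0.9% DMSO. Medium: HEPES buffer containing pyrophosphatase, BSA, spermine, DTT. Times: 15 min preincubation, 2 h reaction, all 25 °C. Reagent: methionine, ATP and bulk E. coli tRNA.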
LMPTP block = LMPTP (human) inhibition. actives 0.22% (n = 360,000). recombinant LMPTP-A, OMFP fluorogenic substrate, fluorescence intensity. inhibition, % at 20 µM;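 active = compounds that cut the enzyme signal by at least half of the control window in the single-dose screen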;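 note: plate controls were DMSO wells with enzyme plus substrate for no effect and substrate without enzyme for full effect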
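Assay system: LMPTP-A phosphatase enzyme | Input: 0.625 nM enzyme | Also added: Fluorogenic phosphatase substrate OMFP at 400 µM final | Compound dosing: One test concentration per compound, 20 µM, with 3% DMSO overall | Schedule: 50 min enzyme reaction at room temperature, protected from light | Signal: Fluorescence intensity | Benchmarks: no-enzyme and uninhibited controls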
STEP inh = blocks human striatal-enriched tyrosine phosphatase; AID 588621; P54829; actives 0.25% (n = 360,000); recombinant STEP, OMFP fluorogenic substrate, fluorescence; inhibition, % at 20 µM;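 active = inhibition at 20 µM, scaled per plate between control wells, above about 37%, limit read from the data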;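 note: 0% = DMSO with enzyme and substrate and 100% = substrate only without enzyme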
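Material: STEP (striatal-enriched tyrosine phosphatase) enzyme, cell-free; Compound dosing: 20 µM single dose in 1% DMSO; Technique: fluorescence read at 480 nm ex / 540 nm em; Times: reaction 20 min, ambient temperature; Medium: 50 mM Bis-Tris pH 6.0 with 2.5 mM DTT and 0.005% Tween 20; Also added: OMFP at 25 µM.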
Neddyl block = cullin neddylation inhibition; TR-FRET cullin neddylation, biochemical; calls only at 25 µM; actives 0.58% (n = 360,000); AID 651699; in the data active = inhibition above about 36%
Target sequence (P61081 whole entry, looked up): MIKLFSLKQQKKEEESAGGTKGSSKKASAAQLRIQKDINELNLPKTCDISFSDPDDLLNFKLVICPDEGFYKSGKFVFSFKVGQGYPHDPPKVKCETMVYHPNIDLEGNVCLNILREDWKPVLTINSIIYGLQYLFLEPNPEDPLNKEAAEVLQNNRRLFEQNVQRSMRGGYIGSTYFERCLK
Target sequence (Q13564 whole entry, looked up): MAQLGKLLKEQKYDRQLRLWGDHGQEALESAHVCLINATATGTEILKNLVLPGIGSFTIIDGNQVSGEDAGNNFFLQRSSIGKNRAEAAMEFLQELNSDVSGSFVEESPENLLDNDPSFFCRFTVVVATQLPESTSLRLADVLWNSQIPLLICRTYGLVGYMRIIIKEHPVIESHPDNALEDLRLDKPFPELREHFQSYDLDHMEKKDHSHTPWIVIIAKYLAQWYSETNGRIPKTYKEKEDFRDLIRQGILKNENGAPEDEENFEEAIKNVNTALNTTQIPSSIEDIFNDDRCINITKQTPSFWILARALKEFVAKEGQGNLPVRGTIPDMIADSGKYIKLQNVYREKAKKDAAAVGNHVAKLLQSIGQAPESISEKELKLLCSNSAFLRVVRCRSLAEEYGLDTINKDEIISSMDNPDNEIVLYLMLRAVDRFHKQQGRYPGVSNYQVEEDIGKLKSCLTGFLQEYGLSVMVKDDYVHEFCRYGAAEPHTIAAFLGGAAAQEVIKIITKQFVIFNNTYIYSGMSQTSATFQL
Numbers without * were called inactive; i = inactive; x = not tested or not shown.

Screens in order: DNMT1 inh | SKN-1 block | Scp-1 inhibitor | NadD inh | SUMO1 PPI mod | CendR NRP1 mod | TbMetRS inhib | LMPTP block | STEP inh | Neddyl block
> CC(C)(C)C(=O)Nc1ccc(-c2cnco2)cc1
    0 | 6 | -7 | -2 | 3 | 4 | 2.1 | -0.1 | 1 | i
> CN(C)c1ccc(C(=O)Nc2nnc(-c3ccc(Cl)cc3)o2)cc1
    0 | 3 | -7 | 18 | 18 | -8 | -0.3 | 29 | 2 | i
> Cc1cc(CCN2CCC(=O)NC2=O)ccc1OC(C)C
    1 | 13 | -7 | 5 | 0 | 6 | -0.2 | -1.0 | 2 | i
> Cc1c(Br)c([N+](=O)[O-])nn1CC(=O)NCc1cccs1
    -1 | 16 | -10 | -2 | -11 | 25* | -1.0 | -2.4 | 3 | i
> CCCCCCCCN1C(=O)[C@H](CC(=O)N2CCC(c3ccccc3)CC2)C[C@@]2(C(=O)OC)CC(C)(C)CC=C12
    x | 8 | x | x | 7 | 4 | -0.5 | 11 | x | i
> Cc1cccc(-c2nnc(SCC#N)n2Cc2ccccc2)c1
    1 | -1 | 3 | 1 | -4 | -2 | -1.1 | 0.3 | 1 | i
> COc1ccc2oc(C(=O)OCC(=O)NC3CC3)c(C)c2c1
    -1 | -5 | -8 | -2 | -5 | 2 | 0.2 | -0.6 | -2 | x
> C1CCC(n2nnnc2CN2CCCC2)CC1
    -2 | 15 | -8 | 0 | -3 | -14 | -0.1 | -1.5 | -3 | i
> C=CCNCC(=O)Nc1sc2c(c1C(=O)Nc1ccc(OC)cc1OC)CCC2
    2 | 4 | 1 | 0 | 3 | 5 | -0.5 | 2.3 | 1 | i
> CCOc1ccc(CC(=O)Nc2ccc(NC(=O)c3ccco3)cc2)cc1OCC
    -2 | -13 | -4 | -9 | 4 | 2 | -0.6 | -0.3 | -6 | i
> Cc1nnc(SCc2ccccc2)nc1-c1ccccc1
    3 | 24 | -9 | -12 | -20 | -4 | -0.4 | 1.6 | 5 | i
> COCC(=O)N(C)C[C@H]1Oc2cc(Br)ccc2S(=O)(=O)N([C@H](C)CO)C[C@H]1C
    1 | 4 | x | -4 | 2 | -10 | -2.5 | -1.8 | -4 | i
> O=C(COC(=O)c1ccc(F)cc1)NC1CC1
    5 | 2 | -5 | -5 | 0 | 14 | -0.3 | -2.5 | -1 | i
> O=C(COC(=O)CNS(=O)(=O)c1ccc(F)c(F)c1F)NC1CCCC1
    1 | -2 | -6 | -2 | -4 | -6 | -0.3 | -1.0 | 1 | i
> O=C(Cn1cnc2ccccc2c1=O)c1c[nH]c2ccccc12
    -5 | 1 | -2 | 1 | 1 | 5 | 1.6 | -0.2 | -2 | i

Additional results follow:
Screens in order: DNMT1 inh | SKN-1 block | Scp-1 inhibitor | NadD inh | SUMO1 PPI mod | CendR NRP1 mod | TbMetRS inhib | LMPTP block | STEP inh | Neddyl block
> COc1ccc(OC)c(-n2c(N)c(C(=O)NCC3CCCO3)c3nc4ccccc4nc32)c1 (stereo not drawn)
    -16 | 12 | -5 | 5 | -3 | 4 | -0.7 | 2.6 | 1 | x
> Cc1ccc(Cn2c(=O)n(CCC(=O)NCc3ccc4c(c3)OCO4)c(=O)c3ccccc32)cc1
    31 | -14 | -11 | -1 | 0 | 18 | -0.8 | 0.3 | 0 | i
> Fc1ccc(CSc2nnc(-c3cccnc3)o2)cc1
    -2 | 9 | 5 | -5 | 1 | 8 | 0.2 | 0.5 | 2 | i
> CC(C)c1ccc(CN2CCN(C(=O)CCl)CC2)cc1
    6 | -15 | 4 | 1 | -3 | 5 | -1.4 | -0.6 | -3 | i
> Cc1nc2cc(NC(=O)Nc3cccc([N+](=O)[O-])c3)ccc2n1C
    -2 | -7 | -1 | -8 | -21 | 4 | -0.5 | -1.1 | -1 | i
> CC1CCCCC12NC(=O)N(CC(=O)N1CCN(C(=O)c3ccco3)CC1)C2=O (stereo not drawn)
    12 | -2 | 8 | 2 | 4 | -12 | 0.6 | -0.8 | -3 | i
> CC1(c2cccc(Br)c2)NC(=O)N(CC(=O)N2CCN(C(=O)c3ccco3)CC2)C1=O (stereo not drawn)
    6 | 5 | 5 | 2 | 4 | 2 | -0.1 | -1.6 | 3 | i
> CC1(C(=O)NCCCNc2ncc(C(F)(F)F)cc2Cl)C=CCN1C(=O)c1ccccc1 (stereo not drawn)
    -4 | -2 | -8 | -3 | 5 | 18 | -0.3 | 0.8 | -2 | i
> Cc1ccc(-c2nn3cnnc3c3ccccc23)cc1C
    7 | 2 | 6 | 3 | -2 | 5 | -0.9 | 2.6 | 1 | i
> CCN(CC)S(=O)(=O)c1ccc(N(C)Cc2cccnc2)nc1
    -1 | -13 | -2 | -3 | -1 | 8 | -1.1 | -1.8 | -6 | i
> COc1ccc(CN2CCN(C(=O)c3ccc4c(c3)CCC4)CC2)cc1OC
    0 | -7 | 0 | 1 | -4 | 5 | -0.4 | -1.1 | -1 | i
> COc1ccc(NC(=O)CN(C)S(=O)(=O)c2ccc(C)cc2)c([N+](=O)[O-])c1
    7 | 1 | -1 | -4 | -2 | -60 | -0.8 | -1.8 | -6 | i
> COC(=O)CSC1=C(C#N)C(c2cccc(F)c2)CC(=O)N1 (stereo not drawn)
    -4 | -6 | -2 | 2 | -2 | -2 | -0.4 | -2.2 | 0 | i
> Cc1ccc(Nc2ncccc2C(=O)NCc2cccs2)c(C)c1
    1 | 2 | -7 | -1 | 2 | -21 | 0.6 | 3.2 | -1 | i
> Cc1oc(/N=C/c2ccc(Cl)cc2Cl)c(C#N)c1C
    0 | 1 | -11 | -3 | 3 | -18 | 0.1 | 0.5 | 36 | i

Next part.
Screens in order: DNMT1 inh | SKN-1 block | Scp-1 inhibitor | NadD inh | SUMO1 PPI mod | CendR NRP1 mod | TbMetRS inhib | LMPTP block | STEP inh | Neddyl block
> Cc1ccsc1C(=O)OCC(=O)NC1CCCCC1C (stereo not drawn)
    6 | -15 | -6 | -9 | -2 | 5 | -0.1 | -1.2 | 0 | i
> COc1ccccc1CN1CCN(Cc2nc(Cc3ccccc3)no2)CC1
    1 | 16 | 3 | -3 | 2 | -8 | -0.1 | 1.6 | -1 | i
> COC(=O)Nc1nnc(/C=C/c2ccc(OC)cc2)s1
    -2 | -5 | 0 | -3 | -19 | 1 | -1.2 | -2.0 | -2 | i
> CCN1C(=O)[C@H]2[C@H]3CN=C(SCc4ccc(C#N)cc4)N3[C@@](C)(C(=O)OC)[C@H]2C1=O
    5 | -5 | 4 | 0 | 3 | -9 | 0.1 | -1.3 | -4 | i
> Fc1ccc(CNC(=S)Nc2ccccc2Cl)cc1
    -2 | 3 | -9 | -6 | 2 | 2 | 0.4 | -1.8 | 0 | i
> CCOC(=O)N1CCN(c2c(NC3CCN(Cc4ccccc4)CC3)c(=O)c2=O)CC1
    -5 | -8 | 1 | -4 | 1 | -9 | 0.8 | -1.2 | -1 | i
> COC(=O)c1c(O)ccc(Oc2ccccc2)c1C(=O)OC
    1 | -3 | -4 | -11 | -2 | 1 | -1.0 | -1.0 | 1 | i
> COCCNC(=O)Cn1cc(S(=O)(=O)N2CCN(c3ccccc3F)CC2)c2ccccc2c1=O
    -3 | 7 | -5 | 13 | 0 | -2 | -0.8 | 0.5 | 1 | i
> Cc1sc2ncnc(OCC(=O)NCC3CCCO3)c2c1C (stereo not drawn)
    4 | 18 | -11 | -3 | -4 | 2 | -0.1 | -0.8 | 0 | i
> Cc1noc(/C=C/N(C)C)c1S(=O)(=O)N1CCCC(C(=O)NC2CCCCC2C)C1 (stereo not drawn)
    -3 | 8 | -8 | 4 | -8 | -1 | -0.2 | 0.3 | 0 | i
> O=C1CC2(CCN(C(=O)c3c(F)cccc3Cl)CC2)Oc2ccccc21
    1 | 7 | -9 | -4 | 10 | -1 | -0.2 | -0.2 | 0 | i
> CCc1cccc(OCC2Cn3c(nc4c3c(=O)n(C)c(=O)n4C)O2)c1 (stereo not drawn)
    -3 | -2 | -8 | 0 | 5 | 3 | 0.7 | 0.5 | 5 | i
> NS(=O)(=O)c1ccc(NC(=S)NNC(=O)c2cccs2)cc1
    0 | 1 | 1 | 4 | -1 | 8 | -0.3 | -0.7 | 7 | i
> O=C(CSc1ccc2c(c1)OCCO2)N1CCN(c2ccccc2O)CC1
    2 | 19 | -8 | 6 | 3 | 7 | -0.7 | 1.2 | 0 | i

In another format: entries from further up
structure	DNMT1 inh	SKN-1 block	Scp-1 inhibitor	NadD inh	SUMO1 PPI mod	CendR NRP1 mod	TbMetRS inhib	LMPTP block	STEP inh	Neddyl block
Cc1oc(/N=C/c2ccc(Cl)cc2Cl)c(C#N)c1C	0	1	-11	-3	3	-18	0.1	0.5	36	i
Cc1ccsc1C(=O)OCC(=O)NC1CCCCC1C (stereo not drawn)	6	-15	-6	-9	-2	5	-0.1	-1.2	0	i
COc1ccccc1CN1CCN(Cc2nc(Cc3ccccc3)no2)CC1	1	16	3	-3	2	-8	-0.1	1.6	-1	i
COC(=O)Nc1nnc(/C=C/c2ccc(OC)cc2)s1	-2	-5	0	-3	-19	1	-1.2	-2.0	-2	i
CCN1C(=O)[C@H]2[C@H]3CN=C(SCc4ccc(C#N)cc4)N3[C@@](C)(C(=O)OC)[C@H]2C1=O	5	-5	4	0	3	-9	0.1	-1.3	-4	i
Fc1ccc(CNC(=S)Nc2ccccc2Cl)cc1	-2	3	-9	-6	2	2	0.4	-1.8	0	i
CCOC(=O)N1CCN(c2c(NC3CCN(Cc4ccccc4)CC3)c(=O)c2=O)CC1	-5	-8	1	-4	1	-9	0.8	-1.2	-1	i
COC(=O)c1c(O)ccc(Oc2ccccc2)c1C(=O)OC	1	-3	-4	-11	-2	1	-1.0	-1.0	1	i
COCCNC(=O)Cn1cc(S(=O)(=O)N2CCN(c3ccccc3F)CC2)c2ccccc2c1=O	-3	7	-5	13	0	-2	-0.8	0.5	1	i
Cc1sc2ncnc(OCC(=O)NCC3CCCO3)c2c1C (stereo not drawn)	4	18	-11	-3	-4	2	-0.1	-0.8	0	i
Cc1noc(/C=C/N(C)C)c1S(=O)(=O)N1CCCC(C(=O)NC2CCCCC2C)C1 (stereo not drawn)	-3	8	-8	4	-8	-1	-0.2	0.3	0	i
O=C1CC2(CCN(C(=O)c3c(F)cccc3Cl)CC2)Oc2ccccc21	1	7	-9	-4	10	-1	-0.2	-0.2	0	i

Source: PubChem BioAssay (several laboratories)
